Bioassay records (PubChem BioAssay)
LGR2 inh = blocks bursicon-induced cAMP signaling via Drosophila LGR2. HEK293 LGR2, CRE-luciferase, bursicon-stimulated, 4 h. inhibition, % at 9.99 µM. 380,000 tested, 0.35% active;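 active means drop in luminescence signal, shown as inhibition above about 50% in the replicate tests, limit read from the data, passing the limit was not always enough; inconclusive means probably only some replicates passing the limit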;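 further: agonist challenge used bursicon conditioned medium at about half maximal strength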
S100A4 inh HTS = blocks human S100A4 binding to myosin IIA peptide; 360,000 tested, 0.14% active; inhibition, % at 10.7 µM; S100A4/TAMRA-MyoIIA peptide fluorescence polarization; P26447;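 active means mean inhibition of at least 70% across replicates, with every replicate also reaching that level; inconclusive means mean inhibition reaches 70% but some replicates fall short; inactive means mean inhibition below 70%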
Target sequence (P26447 whole entry, looked up): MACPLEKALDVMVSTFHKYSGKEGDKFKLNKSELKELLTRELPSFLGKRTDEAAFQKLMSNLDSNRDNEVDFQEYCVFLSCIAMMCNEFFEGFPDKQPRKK
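Test system – S100A4 monomer (human) · Compound – single-point compound testing · Schedule – 5 min incubation before reading · Probe or stimulus – TAMRA-labelled myosin IIA heavy-chain peptide probe, 5 nM · Benchmarks – neutral control DMSO, positive control TFP · Medium – Calcium-containing HEPES buffer, pH 7.2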
FN deposition inh = fibronectin deposition inhibition. AH1F fibroblasts, Alexa488-fibronectin deposition fluorescence, overnight. inhibition, % at 12.6 µM. 350,000 tested, 0.086% active. AID 743247;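 active means mean inhibition across replicates of 30% or more, regardless of how many single replicates reach that level; inconclusive means mean under 30% yet at least half of replicates reach 30%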;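 further: positive control wells lacked labelled fibronectin entirely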
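Material – AH1F fibroblast monolayer, labelled fibronectin deposition · Reagent – labelled fibronectin 24 nM · Timing – 1 h adhesion, overnight exposure · Measured by – fluorescence at 485 nm excitation, 525 nm emission · Read-out – inhibition of fibronectin deposition signal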
CASP6 VEID inh = inhibitors of human caspase-6 | purified caspase-6, Z-VEID-R110 cleavage fluorescence | 350,000 tested, 0.53% active | P55212 | inhibition, % at 12.5 µM;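 active means mean inhibition across replicates at least about 35%, with every replicate also reaching that limit, limit read from the data; inconclusive means only one of the two criteria met; inactive means neither criterion met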;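 further: 0% = median of neutral control wells and 100% = no fluorescence left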
Target sequence (P55212 24-179 limits assumed): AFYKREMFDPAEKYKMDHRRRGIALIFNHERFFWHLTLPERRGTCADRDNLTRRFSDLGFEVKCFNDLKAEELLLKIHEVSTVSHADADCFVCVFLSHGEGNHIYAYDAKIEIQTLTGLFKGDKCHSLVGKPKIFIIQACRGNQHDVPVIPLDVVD
Target sequence (P55212 194-293 limits assumed): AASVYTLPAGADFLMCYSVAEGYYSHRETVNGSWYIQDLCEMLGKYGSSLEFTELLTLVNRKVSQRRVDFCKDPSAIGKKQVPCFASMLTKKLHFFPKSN
esBAF inh = SWI/SNF esBAF complex inhibition; mouse ES cells, Bmi1-luciferase knock-in reporter, 24 h; 100% = twice the neutral-well signal; reporter increase, % at 12.5 µM; 350,000 tested, 2% active; AID 602393; in the data active means activation above about 40%; inconclusive means no clear call, values can overlap the other calls;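 further: 0% = median of the plate's neutral control wells and 100% = double that signal; a rise in the Bmi1 reporter signal indicates esBAF inhibition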
SIRT5 block = sirtuin-5 (human) deacylase inhibition. Purified SirT5, succinyl-peptide AMC, trypsin-coupled fluorescence. AID 652115. Q9NXA8. inhibition, % at 15 µM. 330,000 tested, 1.1% active; in the data active means inhibition above about 15%; inconclusive means no clear call, values can overlap the other calls
Target sequence (Q9NXA8 whole entry, looked up): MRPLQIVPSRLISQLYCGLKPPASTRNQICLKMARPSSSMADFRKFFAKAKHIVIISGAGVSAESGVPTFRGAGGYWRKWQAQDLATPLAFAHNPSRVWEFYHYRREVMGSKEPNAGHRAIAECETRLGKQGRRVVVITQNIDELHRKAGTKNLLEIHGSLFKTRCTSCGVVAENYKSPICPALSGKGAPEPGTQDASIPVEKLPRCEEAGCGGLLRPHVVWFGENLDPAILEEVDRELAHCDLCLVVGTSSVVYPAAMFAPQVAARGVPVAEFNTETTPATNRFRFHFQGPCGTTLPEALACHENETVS
C2C12 statin = suppressors of simvastatin-induced myotoxicity in C2C12 myotubes; ATP luminescence, 48 h; scaled: DMSO 0, geranylgeraniol control 100; rescue of ATP level, % at 7.49 µM; 330,000 tested, 0.78% active;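 active means mean ATP rescue above about 67%, or every replicate alone reaching that limit, limit read from the data, passing the limit was not always enough; inconclusive means no clear call, values can overlap the other calls; inactive means mean under the limit and some replicate under it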;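 further: myotubes were challenged with 10 µM simvastatin during compound exposure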
The depositor's hits bear a star; ? = inconclusive; . = not tested or not shown; & = joins results of further samples.

SMILES	LGR2 inh	S100A4 inh HTS	FN deposition inh	CASP6 VEID inh	esBAF inh	SIRT5 block	C2C12 statin
O=C(c1ccccn1)N1C[C@H]2[C@@H](c3ccccc31)[C@H](CO)N2C(=O)C1CC1	1	-10	-6	-1	2	-1	-9
COc1ccc(-c2ccc(C3[C@H]4CNC[C@@H]3N4S(=O)(=O)c3cn(C)cn3)cc2)cc1 (stereo not given in full)	19	4	-8	-1	.	0	.
O=C(NCCc1ccccc1)c1ccc2c(=O)[nH]c3c(C(=O)NCC4CCCO4)sc(=S)n3c2c1 (stereo not given)	-9	4	-9	11	21	9	48
COc1ccc(C(=S)N2CCOCC2)cc1OC(=O)c1ccc(C)cc1	0	4	16	0	1	4	30
Nc1cc(Cl)ccc1N1CCCCC1	-24	-1	.	-5	.	-3	.
O=C(CCC(=O)c1ccc(F)cc1)OC1CCOC1=O (stereo not given)	3	.	.	.	6	.	8
COc1cccc(/C=N/NC(N)=S)c1OS(=O)(=O)c1ccccc1	.	.	15	.	2	.	-38
CNS(=O)(=O)c1cccc(C(=O)NCC(C)(C)N2CCCCC2)c1	13	-12	4	-3	-4	-1	6
O=C(Nc1cc(Cl)ccc1-n1cncn1)c1ccc([N+](=O)[O-])o1	19	-2	-10	3	.	-2	.
CCOC(=O)Cc1csc(NC(=O)CC(C)(C)CC(=O)O)n1	1	15	-8	-3	.	-3	.
O=C(CSc1nc(-c2ccccc2F)nc2nc[nH]c12)Nc1c(Cl)cc(Cl)cc1Cl	.	1	-8	1	.	-3	.
CCCS(=O)(=O)N1CCN(c2cc3c(cc2[N+](=O)[O-])n(C)c(=O)n3C)CC1	-10	-1	-9	-10	-1	1	-4

Next section; the last five above are carried over.
SMILES	LGR2 inh	S100A4 inh HTS	FN deposition inh	CASP6 VEID inh	esBAF inh	SIRT5 block	C2C12 statin
CNS(=O)(=O)c1cccc(C(=O)NCC(C)(C)N2CCCCC2)c1	13	-12	4	-3	-4	-1	6
O=C(Nc1cc(Cl)ccc1-n1cncn1)c1ccc([N+](=O)[O-])o1	19	-2	-10	3	.	-2	.
CCOC(=O)Cc1csc(NC(=O)CC(C)(C)CC(=O)O)n1	1	15	-8	-3	.	-3	.
O=C(CSc1nc(-c2ccccc2F)nc2nc[nH]c12)Nc1c(Cl)cc(Cl)cc1Cl	.	1	-8	1	.	-3	.
CCCS(=O)(=O)N1CCN(c2cc3c(cc2[N+](=O)[O-])n(C)c(=O)n3C)CC1	-10	-1	-9	-10	-1	1	-4
C[C@H]1CN([C@@H](C)CO)C(=O)Cc2cc(NC(=O)Nc3cccc4ccccc34)ccc2O[C@H]1CN(C)C(=O)NC1CCCCC1	19	3	.	5	1	3	22
N#Cc1cccc(NC(=O)CSc2nnc(-c3n[nH]c4ccccc34)o2)c1	-31	1	5	3	.	-1	.
CC(C)C(NC(=O)c1ccc(Cl)cc1)C(=O)O (stereo not given)	.	.	2	.	1	.	-1
COc1ccc2[nH]c(C(=O)N/N=C/c3ccccc3OC)cc2c1	-17	1	1	6	-5	-1	1
Cc1cc(N/C=C2\CCCCC2=O)no1	-11	-2	.	1	2	3	33
CC(C)(O)C#Cc1ccc([C@H]2[C@H]3CN(C(=O)c4cccnc4)CCCCN3[C@H]2CO)cc1	-9	7	.	-2	.	0	.
CCCn1nnc(NC(=O)COc2ccc(C3CCCCC3)cc2)n1	5	5	.	1	2	0	8
CC(CCc1ccccc1)NC(=O)c1ccncc1 (stereo not given)	.	.	5	.	4	.	-7
Cn1c(=O)c(C(=O)NC2CCCCCC2)c(O)c2ccccc21	-38	-2	-1	-2	37	0	-15
CCC(CO)Oc1cc(NC(=O)c2cccc(C)c2)c2ncn(C(C)C)c2c1 (stereo not given)	-4	7	-2	-5	-2	.	-12
NS(=O)(=O)c1ccc(CCNC(=O)CN2CCCCCC2)cc1	23	-2	.	-2	.	0	.
O=C(C[C@H]1C=C[C@H](NC(=O)CC2CC2)[C@@H](CO)O1)NCc1ccc(Cl)cc1	-4	-4	.	-1	1	-1	-1
Cc1ccc(C)c(OCC(O)CN2CCc3ccccc3C2)c1C (stereo not given)	1	-1	6	-10	-2	1	2
Cc1onc(-c2c(F)cccc2Cl)c1C(=O)NC(=S)Nc1c(C)n(C)n(-c2ccccc2)c1=O	36	2	-1	-5	-13	1	-7
COc1ccc(C2CC(=O)C(c3ccc(C)cc3)=CN2Cc2ccccc2)cc1 (stereo not given)	8	-5	-10	1	.	-2	.
C[C@H]1CN([C@@H](C)CO)C(=O)c2cc(C#Cc3ccccc3)cnc2O[C@H]1CN(C)C(=O)c1ccccc1	13	0	26	1	-3	-3	1
C[C@@H]1CN([C@H](C)CO)C(=O)c2cc(NS(=O)(=O)c3ccc(Cl)cc3)ccc2O[C@@H](C)CCCCO[C@@H]1CN(C)C(=O)CCC(F)(F)F	0	2	-11	-3	11	14	.
CCC1(c2ccccc2)NC(=O)N(CC(=O)Nc2ccccc2C(=O)NC2CC2)C1=O (stereo not given)	3	1	-8	7	.	-2	.
CC1CCN(c2cc(C#N)c(C#N)cc2[N+](=O)[O-])CC1	.	.	-14	.	3	.	-9
C[C@H](CO)N1C[C@H](C)[C@H](CN(C)Cc2ccccc2)Oc2ccc(NC(=O)Cc3ccccc3)cc2C1=O	3	30	.	3	5	0	18
NC(=O)C1CCN(CC(=O)Nc2ccc3c(c2)OCO3)CC1	-14	-11	8	-2	-9	.	-6
COc1ccc(CN2CCN(c3nc4ccccc4s3)CC2)cc1	-1	-6	-3	-9	29	-9	7
CC1(c2nnc(-c3cccc(Cl)c3)o2)CC(c2ccccc2)=NO1 (stereo not given)	6	0	-14	-2	13	.	4
CCOC(=O)c1ccc2ncc(C(=O)OCC)c(Nc3ccc(N4CCOCC4)cc3)c2c1	55*	-3	5	2	.	2	.
CC(C)NS(=O)(=O)c1ccc(OCC(=O)Nc2ccc(F)cc2)cc1	-14	3	-3	-8	.	-1	.
COc1ccc(-c2[nH]ncc2C2N=C(N)Nc3nc4ccccc4n32)cc1 (stereo not given)	2	9	-3	0	2	-3	11
C=CCNC(=S)Nc1cc(S(=O)(=O)N2CCOCC2)ccc1-n1cncn1	13	-1	3	-1	0	-5	8
S=C(NCc1ccccn1)NN=Cc1ccccn1	-9	2	11	2	.	1	.
Cn1c(=O)c2c(ncn2CCOc2ccc(Br)cc2)n(C)c1=O	-4	-1	8	-2	2	-4	11
O=C(C[C@@H]1CC[C@H](NS(=O)(=O)c2ccccc2)[C@@H](CO)O1)NCc1ccncn1	1	9	.	-1	2	1	-6
CCOc1ccc(NC(=O)CN(C)C(=O)c2ccc(COc3ccccc3)o2)cc1OCC	-3	-2	1	0	-2	-2	0
On1c(-c2ccccc2)nc2ccc(Cl)cc21	.	.	0	.	?	.	4
C[C@@H]1CN([C@@H](C)CO)C(=O)c2cc(NS(=O)(=O)c3cccs3)ccc2O[C@H]1CN(C)Cc1ccc(C(F)(F)F)cc1	-3&-7	6&3	-6	-4&1	-4&-6	6&0	-36&-19
CC(=O)Nc1ccc(NC(=O)c2c(-c3ccccc3Cl)noc2C)cc1	-4	9	-1	4	-2	-1	-1
CCCN(CC(=O)Nc1ccccc1OC)C(=O)CCC(=O)c1ccc(Cl)s1	12	0	-2	4	9	-1	10
Cc1cccc(CN2CCC(Oc3ccc(C(=O)N4CCCC4)cc3)CC2)n1	11	-2	5	-9	4	-5	-1
O=C(Nn1cnc2ccccc2c1=O)c1ccc([N+](=O)[O-])cc1	16	2	1	-3	.	-2	.
Cc1ccc(C(=O)NNC(=O)c2ccc(S(=O)(=O)N3CCCCC3)cc2)cc1	.	-3	1	-3	-6	-2	1
CCn1cc(CNC(=O)c2ccc(C)s2)cn1	7	-2	-5	1	-4	3	0
COc1ccc(CNC(=O)C[C@@H]2C[C@@H]3c4cc(NC(=O)NC5CCCC5)ccc4O[C@@H]3[C@@H](CO)O2)cc1	16	2	.	3	-3	-2	-3
COc1ccccc1NC(=O)NC1(C(=O)N2CCCCC2)CCCCC1	15	-13	7	1	0	-2	5
Cc1cc(C(=O)CSc2nnc(N)s2)c(C)n1Cc1ccco1	5	2	4	0	.	-2	.
S=c1[nH]nc(-c2ccccn2)n1/N=C/c1ccc(-c2ccccc2Br)o1	-3	-4	7	3	.	1	.
CCN1CCN(C(c2ccc(C(F)(F)F)cc2)c2ccc3cccnc3c2O)CC1 (stereo not given)	13	-3	4	-26	1	-6	44
Brc1cccc(CNc2nc3ccccc3n2CCN2CCCCC2)c1	14	-15	-2	-1	.	2	.
Cc1ccc(NC(=O)COC(=O)Cn2c(C)csc2=O)cc1C	.	.	4	.	4	.	3
Cc1ccc(CSc2nnc(-c3ccncc3)n2N)cc1	-4	1	-5	-3	.	-2	.
CO[C@@H]1CN(C)C(=O)c2cc(NS(C)(=O)=O)ccc2OC[C@@H](C)N(C(=O)NC(C)C)C[C@@H]1C	12	.	.	.	-1	.	9
COc1cccc(-c2onc3ccc(C(C)=O)cc23)c1	-29	6	2	0	1	-1	12
COc1cc(C(=O)N2CCN(S(=O)(=O)c3ccc(C)cc3)CC2)ccc1OCC(=O)N1CCOCC1	-5	1	7	-59	-3	-1	15
Cc1onc(C(N)=O)c1C(=O)Nc1ncc(C(F)(F)F)cc1Cl	.	1	-10	2	.	1	.
O=C(CN1CCN(C(=O)c2ccco2)CC1)Nc1cccc(S(=O)(=O)N2CCCC2)c1	8	-4	-5	1	-2	-1	6
CC(=O)c1ccc(N2CC(C)(C)C2=O)cc1	10	5	1	1	-4	-5	2
COc1ccc(CCNC(=O)CSc2nnc(-c3cccc(C)c3)o2)cc1OC	.	.	15	.	0	.	1
COc1ccc(-c2nc(CS(=O)CC(=O)N3CCN(C)CC3)c(C)o2)cc1 (stereo not given)	17	10	5	-8	5	0	3
COc1cccc(NC(=O)C2CCCN(c3ncnc4c3nc3n4CCCCC3)C2)c1 (stereo not given)	-13	-4	-1	-2	-1	-5	-14
COc1ccc(C(O)c2nc(-c3cnn(C)c3)cs2)cc1 (stereo not given)	7	2	-10	0	-11	-3	8
COC(=O)C[C@@H]1CC[C@@H]2[C@H](COC[C@@H](O)CN2CCC(F)(F)F)O1	2	.	-3	.	-5	.	12
O=[N+]([O-])c1cccc(C=Nc2cc3c(cc2Br)OCCO3)c1	-8	-13	8	-2	.	-8	.
Cc1c(N(C)C(=O)c2ccc3c(c2)OCO3)c(=O)n(-c2ccccc2)n1C	.	.	-4	.	2	.	10

Additional compounds
SMILES	LGR2 inh	S100A4 inh HTS	FN deposition inh	CASP6 VEID inh	esBAF inh	SIRT5 block	C2C12 statin
O=C(Nc1cc(F)ccc1F)N[C@H]1CC[C@H](CCNC(=O)c2cnccn2)O[C@H]1CO	-20	4	-3	-3	-2	2	-6
C=CCn1c(Cc2cccs2)nnc1SCC(=O)Nc1ccc(C(=O)OCC)cc1	.	.	1	.	-4	.	-14
O=C(c1ccccc1)c1cc2ccccc2oc1=O	-37	3	-8	.	48	-2	13
O=C(c1ccc2c(c1)OCO2)N1C[C@H]2[C@@H](c3ccccc31)[C@H](CO)N2Cc1ccc2c(c1)OCO2	22	-2	3	-2	-3	1	11
CCn1c(SCC(=O)Nc2ccc(C(C)=O)cc2)nnc1C1CC1	0	-1	19	5	0	16*	-6
CC(C)C(=O)Nc1ccc2c(c1)C(=O)N(C)[C@@H]1CC[C@H](CC(=O)O)O[C@@H]1CO2	8	1	29	-2	-10	5	11
COc1ccc(C(=O)COC(=O)[C@H](C)Nc2ccc(C(F)(F)F)cc2[N+](=O)[O-])cc1	.	.	-4	.	-2	.	-10
Cc1ccc(NC(=S)NCCN(C2CCCCC2)C2CCCC2)cc1	-4	1	0	-9	.	2	.

Only part of the results is shown. The share of hits here may be higher or lower than overall.
